# Source: PubChem (National Center for Advancing Translational Sciences (NCATS))
# DRD3 agonist: qHTS of D3 Dopamine Receptor Agonist: qHTS; D3R DiscoveRx beta-arrestin cells, luminescence, 90 min; max activation, %; D(3) dopamine receptor (Homo sapiens), P35462; actives 0.58% (n = 410,000); in the data active = max activation above about 30%; also: 0% is about no effect; mostly tested at two doses, the higher about 12 µM
#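 Agonist mode: compounds and dopamine controls were applied to plated cells for 90 min at 37 degrees C after an overnight attachment at 1500 cells/well. Luminescent read-out followed 30 - 60 minutes at room temperature with DiscoveRx detection reagent.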
# CCT chaperon mod: High-Throughput Screening for Modulators of Cytosolic Chaperonin Activity. actives 0.3% (n = 360,000). purified chaperonin ATPase assay, HTRF ADP detection, 30 min. activity change, % (no concentration beside the values), hits read low. AID 651819, 2012; in the data active = activity change below about -30%; also: % is scaled to controls: 0 for no effect and ±100 for the full control effect
#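 Enzyme 40 or 20 nM (batch-dependent) in Tris pH 7.4/KCl/MgCl2/DTT; cpd 76 uM single point; ATP 10 uM; 30 min 37 °C; Transcreener ADP HTRF detection, 30 min RT; ratio 665/615.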
# MmCpn inh: Inhibitors of TCP-1 ring complex (TRiC) of Methanococcus maripaludis (MmCpn): qHTS; purified Mm-Cpn ATPase, ADP Transcreener TR-FRET; actives 0.031% (n = 330,000); Potency, µM (doses to about 76.9 µM), for inactives: at the top dose activity, negative = inhibition, actives largely listed as inhibitors; also: potency is read from the fitted curve at half-maximal effect; % is scaled to controls: 0 for no effect and ±100 for the full control effect; nearly all actives have a fitted effect of over 80% in size
#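 Purified archaeal Mm-CPN (25nM final) preincubated 10 min at 37degC with compound, then 10uM ATP for 30 min at 37degC; ADP measured by HTRF Transcreener TR-FRET; buffer 30 mM TRIS pH 7.4, 100mM KCl, 5mM MgCl2, 1mM DTT.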
# EPAC2 antagonist: qHTS for Antagonist of cAMP-regulated guanine nucleotide exchange factor 2 (EPAC2): primary screen; actives 0.18% (n = 360,000); AID 720708, 2013; Potency, µM (doses to about 114 µM), for inactives: at the highest dose activity, negative = inhibition, actives largely listed as inhibitors; EPAC2 GEF exchange of Rap1B-BODIPY-GDP, fluorescence; also: potency is read from the fitted curve at half-maximal effect; % is scaled to controls: 0 for no effect and ±100 for the full control effect; nearly all actives have a fitted effect of over 45% in size; many of its hits are not listed in these tables
# Target sequence (Q8WZA2 whole entry, looked up): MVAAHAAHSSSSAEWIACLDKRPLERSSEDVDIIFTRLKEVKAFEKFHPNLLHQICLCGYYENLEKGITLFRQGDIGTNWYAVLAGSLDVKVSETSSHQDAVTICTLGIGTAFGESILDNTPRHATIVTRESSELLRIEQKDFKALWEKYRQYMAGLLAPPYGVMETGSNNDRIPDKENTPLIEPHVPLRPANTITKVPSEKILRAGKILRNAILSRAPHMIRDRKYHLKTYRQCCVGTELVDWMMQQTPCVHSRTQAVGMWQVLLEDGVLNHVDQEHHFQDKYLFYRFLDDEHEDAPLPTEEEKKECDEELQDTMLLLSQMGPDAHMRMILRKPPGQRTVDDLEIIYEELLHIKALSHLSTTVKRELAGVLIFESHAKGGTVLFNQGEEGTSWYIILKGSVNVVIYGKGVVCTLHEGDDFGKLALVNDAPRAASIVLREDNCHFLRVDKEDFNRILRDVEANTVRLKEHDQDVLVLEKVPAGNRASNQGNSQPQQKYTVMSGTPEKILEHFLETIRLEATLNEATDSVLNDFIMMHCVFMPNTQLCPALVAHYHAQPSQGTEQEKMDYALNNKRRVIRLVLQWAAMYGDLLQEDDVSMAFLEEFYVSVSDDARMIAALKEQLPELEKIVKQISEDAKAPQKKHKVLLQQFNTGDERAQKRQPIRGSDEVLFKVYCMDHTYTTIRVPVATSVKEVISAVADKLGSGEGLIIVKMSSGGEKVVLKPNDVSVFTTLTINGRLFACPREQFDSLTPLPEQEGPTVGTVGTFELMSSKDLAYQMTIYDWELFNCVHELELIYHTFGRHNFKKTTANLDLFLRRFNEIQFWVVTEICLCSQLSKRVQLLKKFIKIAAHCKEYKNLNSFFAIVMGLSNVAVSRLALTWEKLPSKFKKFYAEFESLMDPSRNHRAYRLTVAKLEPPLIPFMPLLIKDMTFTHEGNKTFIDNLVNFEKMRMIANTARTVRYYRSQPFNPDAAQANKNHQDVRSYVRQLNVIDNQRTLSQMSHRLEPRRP
# DRD3 antagonist: qHTS of D3 Dopamine Receptor Antagonist: qHTS | D(3) dopamine receptor (Homo sapiens), P35462 | AID 652054, 2013 | actives 2.5% (n = 360,000) | D3R cells, DiscoveRx beta-arrestin luminescence, antagonist mode; hits give low values | max response, negative = inhibition, %; in the data active = max response below about -50%; inconclusive = no clear call, values can overlap the other calls; also: % is scaled to controls: 0 for no effect and ±100 for the full control effect; mostly tested at two doses, the higher about 12 µM
#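 Cells expressing the human receptor were seeded at 1500 cells/well, incubated overnight at 37 degrees C in 5% CO2, then exposed to library compounds with dopamine controls for 90 minutes at 37 degrees C before luminescent detection.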
# EPAC2 ag: qHTS for Agonist of cAMP-regulated guanine nucleotide exchange factor 4 (EPAC2): primary screen; Rap guanine nucleotide exchange factor 4 (Homo sapiens), Q8WZA2; EPAC2 activation, biochemical qHTS; response scale: 100% = 6.5 mM cAMP response; Potency, µM (highest dose often 154 µM), inactives show at the highest dose activation, most hits filed as activators; actives 0.079% (n = 360,000); also: potency is read from the fitted curve at half-maximal effect; nearly all actives have a fitted effect of over 50% in size
#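 Exchange assay: 100 nM EPAC2 with 250 nM Rap1B-BODIPY-GDP and 50 uM GDP. Fluorescence (ex 480/em 540 nm) read every 5 min for 30 min at room temperature. Data normalized to 6.5 mM cAMP as agonist control.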
# Akt phos inh: HTS Assay for Inhibitors of Akt Phophorylation: Primary Screen; Neuro2A IGF-stimulated pAkt S473 HTRF, 20 min; hits give low values; activity change, % for hits at 50 µM; actives 0.32% (n = 360,000); AID 651550, 2012; in the data active = activity change below about -80%; inconclusive = mostly about -51% to -80%; also: % is scaled to controls: 0 for no effect and ±100 for the full control effect
#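 Neuro2A cells (4,500/well, DMEM with 0.5% FBS) were treated with compound at a single 50 µM final concentration, stimulated with 6 nM IGF for 20 min at 37 °C, and lysed. Phospho-Akt Ser473 was read by HTRF as 665/615 ratio ×10^4.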
# PTHR1 ag: qHTS for PTHR1 Agonists: Primary Screen | Parathyroid hormone/parathyroid hormone-related peptide receptor (Homo sapiens), Q03431 | HEK293 GP2 PTHR1 cells, GloSensor cAMP luminescence, 1 h | Potency, µM (titrated, usually from 115 µM), for the others: at the top dose activation, most hits filed as activators | actives 0.075% (n = 410,000); also: potency is read from the fitted curve at half-maximal effect; nearly all actives have a fitted effect of over 55% in size; some results filed as inactive show a strong effect at the top dose; inactives centre near -15; many of its hits are not listed in these tables
#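 HEK-293-derived GP2 cells expressing PTHR1 and a GloSensor cAMP reporter, 3,000/well, plated overnight, given luciferin plus IBMX (each 0.5 mM as added) for 1 h at 37 °C, then compound for 1 h at 37 °C. Luminescence was read after 15 min at room temperature.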
# * = called active by the depositor; i = inactive; ? = inconclusive; / = not tested or not shown; [ ] = remark or other dose. Unless noted, calls follow the shape of the dose curve; as a rule, active = well fitted curve in the direction sought with a large enough effect; inconclusive = small, poorly fitted or top-dose-only effect, or another doubt; inactive = no such curve, though single readings can be large; an effect the other way counts as inactive or inconclusive. A portion of the library; the hit share may differ from the screen's.
SMILES,DRD3 agonist,CCT chaperon mod,MmCpn inh,EPAC2 antagonist,DRD3 antagonist,EPAC2 ag,Akt phos inh,PTHR1 ag
CC(C)OC(=O)CC(=O)CSc1nc(-c2ccc(F)cc2)cc(-c2ccccc2)c1C#N,-1,-2.6,?,-5%,-12,1%,i,i
Cc1cc(NC(=O)Cc2c(F)cccc2Cl)no1,0,1.2,5%,9%,-16,5%,i,-50%[inhibitor][57.5 µM]
Cc1cc2cc(C)c(SCC(=O)NCc3ccco3)nc2cc1C,7,-3.7,-19%,2%,-7,7%,i,-11%
O=C(Nc1nc2cc3c(cc2s1)OCCO3)c1ccc([N+](=O)[O-])o1,0,0.7,-1%,-1%,-29,1%,i,-28%
CC(C(=O)Nc1ccon1)N1C(=O)c2ccccc2S1(=O)=O (stereo not drawn),3,0.5,0%,11%,26,-1%,i,i
CCOC(=O)C1(CCSC)NC(c2ccco2)C2C(=O)N(CC)C(=O)C21 (stereo not drawn),-8,-1.7,0%,1%,-3,7%,i,i
S=C(NC1CCCCC1)NC1CC2C=CC1C2 (stereo not drawn),-17,-0.9,-1%,4%,-17,7%,i,i
O=C(C1=C[C@H](c2csc3ccccc23)C[C@H](OCc2ccc(CO)cc2)O1)N1CCN(Cc2ccc3c(c2)OCO3)CC1,-27,-4.1,/,2%,-20,10%,i,-19%
CCCc1cc(=O)[nH]c(SCC(=O)N2CCC(C)CC2)n1,7,0.7,-1%,1%,13,1%,i,-10%
Cc1cccc(N2CC(C(=O)Nc3ccccc3N3CCCC3)CC2=O)c1C (stereo not drawn),11,0.2,0%,6%,-2,4%,i,i
CN(/N=C/c1ccccc1O)C(=S)c1ccccc1,1,1.3,-1%,-1%,-10,9%,i,-33%[inhibitor]
O=C(Nc1c(Cl)cccc1Cl)c1cc(-c2ccco2)on1,1,-0.7,0%,6%,4,3%,i,-5%
S=C(NCc1ccccc1)NC1CCCCC1,-4,0.3,2%,4%,20,6%,i,-25%
CCC(c1nnc(SCC(=O)NCCc2ccc(OC)c(OC)c2)n1Cc1ccccc1)N(C)C (stereo not drawn),4,-3.1,-3%,-6%,0,11%,i,3%
COc1cc2c3c(c1OC)C1(C=CC(=O)C=C1)CC3N(C(C)=O)CC2 (stereo not drawn),-1,-1.5,-7%,4%,0,-3%,i,i
COc1ccc(Cl)cc1NC(=O)C/C(C)=N/NC(=O)Cc1ccccc1,-9,0.2,-7%,-10%,-14,5%,i,i
O=C(CNC1=NCCC1)c1ccc(Cl)cc1,-6,-1.2,0%,0%,4,9%,i,-10%
Cc1ccc(S(=O)(=O)NCc2ccc(C(=O)N3CCN(c4ccccc4)CC3)cc2)cc1,23,-1.1,1%,0%,9,2%,i,-3%
N#C/C(=C\C=C\c1ccccc1)C(=O)Nc1ccccc1,-2,-2.3,-2%,-1%,0,3%,i,i
Cc1nc2ccccc2c2oc(C(=O)NCC3CCCO3)cc12 (stereo not drawn),15,-0.8,-1%,1%,19,1%,i,-11%
CC(=O)N1CCOc2ccc(S(=O)(=O)N3C(C)CCCC3C)cc21 (stereo not drawn),-13,-2.9,2%,2%,-11,-3%,i,i
O=C(NCCc1cccc(Cl)c1)c1cc([N+](=O)[O-])ccc1Cl,2,-0.3,3%,-10%,-17,-3%,i,i
O=C(COC(=O)c1cc(=O)[nH]c2ccccc12)c1cccs1,5,-1.1,-14%,8%,-1,2%,i,-19%
Cc1ccccc1Nc1nnc(SCC2CCCCO2)s1 (stereo not drawn),-5,-2.7,-4%,-9%,-9,7%,i,-27%
COc1ccc(NC(=O)Cn2nnc(C(=O)NCc3ccc(C)cc3)c2N)cc1OC,-9,1.3,-2%,8%,10,-2%,i,i
CC(C)OC(=O)CSc1nnc(-c2cnccn2)n1-c1ccccc1,6,1.0,-15%,5%,34,1%,i,-10%[57.5 µM]
O=C1CCCN1CCc1cccc2ccccc12,-8,0.9,/,-4%,-11,11%,i,i
COc1ccc(/C=N/NC(=O)CCCC(=O)NC2CCCCC2)cc1,-1,1.2,2%,-12%,11,1%,i,-15%
COc1ccc(/C=C2\Oc3cc(OCC(=O)N4CC(O)C[C@H]4C(=O)O)ccc3C2=O)c(OC)c1OC (stereo partly drawn),1,-3.9,-5%,-16%,-14,4%,i,23%
O=P(O)(CCCP(=O)(O)CCc1ccccc1)CCc1ccccc1,-4,-6.4,-3%,-1%,42,4%,i,-13%[57.5 µM]
CCc1ccccc1NC(=O)[C@@H]1CCC(=O)N1C1OC(=O)c2c1ccc(OC)c2OC (stereo partly drawn),1,1.9,0%,17%,-18,0%,i,-22%
CCOC(=O)c1sc(-c2ccc(Cl)cc2)nc1O,17,0.5,-2%,7%,17,0%,i,i
CCN(CC)c1ccc(-n2c(C)cc(C=O)c2C)cc1,0,-0.9,2%,-1%,-10,0%,i,-23%
CCC1CCCCN1CCCNC(=O)c1ccc(/C=C2/Sc3ccccc3NC2=O)cc1 (stereo not drawn),0,0.7,0%,1%,?,9%,i,0%
CSc1cccc(NC(=S)Nc2cc(C)ccc2C)c1,-3,0.4,0%,-15%,-3,8%,i,i
CS(=O)(=O)c1ccc2nc(NC(=O)CC3CCCC3)sc2c1,-2,1.6,-2%,-1%,-6,8%,i,-12%
O=S(=O)(c1ccc(NC(=S)NN=C(Cc2ccccc2)Cc2ccccc2)cc1)N1CCOCC1,-5,-1.4,2%,2%,-1,9%,i,i
CC(Sc1nnc2ccccn12)C(=O)Nc1ccc2c(c1)OCO2 (stereo not drawn),17,-0.4,2%,-9%,-5,0%,i,1%
O=S(=O)(c1ccc(Cl)c(F)c1)N1CCC(c2nc(-c3ccncc3)no2)CC1,-4,-0.1,5%,-3%,-20,-13%,/,?
CCCC1=Nc2cc(C(=O)N3CCN(c4ccccn4)CC3)ccc2Sc2ccc(C)cc21,3,-1.7,4%,-23%,31,8%,i,-13%

# An excerpt of the results above:
SMILES,DRD3 agonist,CCT chaperon mod,MmCpn inh,EPAC2 antagonist,DRD3 antagonist,EPAC2 ag,Akt phos inh,PTHR1 ag
CC(=O)N1CCOc2ccc(S(=O)(=O)N3C(C)CCCC3C)cc21 (stereo not drawn),-13,-2.9,2%,2%,-11,-3%,i,i
O=C(NCCc1cccc(Cl)c1)c1cc([N+](=O)[O-])ccc1Cl,2,-0.3,3%,-10%,-17,-3%,i,i
O=C(COC(=O)c1cc(=O)[nH]c2ccccc12)c1cccs1,5,-1.1,-14%,8%,-1,2%,i,-19%
Cc1ccccc1Nc1nnc(SCC2CCCCO2)s1 (stereo not drawn),-5,-2.7,-4%,-9%,-9,7%,i,-27%
COc1ccc(NC(=O)Cn2nnc(C(=O)NCc3ccc(C)cc3)c2N)cc1OC,-9,1.3,-2%,8%,10,-2%,i,i
CC(C)OC(=O)CSc1nnc(-c2cnccn2)n1-c1ccccc1,6,1.0,-15%,5%,34,1%,i,-10%[57.5 µM]

# Next section
SMILES,DRD3 agonist,CCT chaperon mod,MmCpn inh,EPAC2 antagonist,DRD3 antagonist,EPAC2 ag,Akt phos inh,PTHR1 ag
O=C(Nc1cccc(C(F)(F)F)c1)c1cnccn1,0,-2.1,1%,0%,5,7%,i,i
CCOC(=O)c1c(NC(=O)c2cccnc2)sc(C(C)=O)c1C,2,-1.4,?,-5%,2,-8%,i,i
Cc1ccccc1N=C(NO)c1cccnc1,1,0.5,-1%,5%,-9,10%,i,i
Cc1ccc(NS(=O)(=O)c2cccc(C(=O)N3CCCCCCC3)c2)cc1,-5,-1.2,3%,-5%,-1,-4%,i,i
CC(=NNC(=O)c1cccc(S(=O)(=O)N2CCOCC2)c1)c1ccc(Cl)cc1,5,0.8,1%,1%,-2,5%,i,i
COc1nc(NCc2ccco2)nc(NC2CCCCC2)n1,-3,-1.6,1%,-3%,18,1%,i,-2%[57.5 µM]
CN(C(=O)c1ccccc1[N+](=O)[O-])c1ccccc1C(=O)NCc1ccccc1,4,0.9,-1%,-6%,-8,7%,i,i
COC(=O)[C@]1(Cc2ccccc2)N[C@H](CN(C)S(=O)(=O)c2ccc(C(C)(C)C)cc2)[C@@H]2C(=O)N(C)C(=O)[C@@H]21,-7,1.0,-13%,-16%,11,-14%,i,-17%
Clc1cc2cccnc2c2ncccc12,2,0.3,-8%,3%,-6,10%,i,-92%[inhibitor]
O=c1c(Cc2ccc(F)cc2)c(O)ccn1CCc1ccccn1,5,-0.5,-2%,2%,0,7%,i,-22%
Nc1ccccc1C(=O)NNC(=O)C(=O)/C=C(\O)c1ccccc1,-2,-3.0,-1%,2%,8,9%,i,i
CCO[C@H]1OC(C(=O)N2CCN(Cc3ccccc3)CC2)=C[C@@H](C2CCCCC2)[C@@H]1CCCO,-12,-0.3,/,-14%,-15,1%,i,-13%
Cc1cc(Cl)ccc1OCC(=O)NCCOC(=O)Nc1sc(=S)n(C)c1C,-7,-1.5,1%,12%,-9,2%,i,-23%
COc1ccc(-n2c(Cc3cccn3C)nnc2SCC(=O)NCC2CCCO2)cc1 (stereo not drawn),-1,-1.0,2%,9%,-14,5%,i,-11%
C[C@H](CO)N1C[C@H](C)[C@H](CN(C)S(=O)(=O)c2ccc(F)cc2)Oc2ncc(Br)cc2C1=O,-10,-2.3,/,-5%,-9,3%,i,8%
Cc1cccc(N2CCN(C(=O)c3cccc(NC4=NC5CS(=O)(=O)CC5S4)c3)CC2)c1C (stereo not drawn),3,-1.4,-2%,-16%,6,0%,i,i
O=C(COc1ccc2c(-c3ccccc3)cc(=O)oc2c1)NC(Cc1c[nH]c2ccccc12)C(=O)O (stereo not drawn),1,2.1,1%,-2%,-7,1%,i,i
